# EP2 antag – EP2 receptor (human) inhibition; 260,000 compounds, 0.52% hits; inhibition, % at 25 µM; C6 glioma cells expressing human EP2, cAMP TR-FRET; cells stimulated with saturating PGE2; P43116;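 active = percent inhibition above 40 after rounding to a whole number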;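 note: rat C6 glioma host cells with rolipram phosphodiesterase inhibitor present; the protocol text gives 20 µM as final concentration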
# Target sequence (P43116 whole entry, looked up): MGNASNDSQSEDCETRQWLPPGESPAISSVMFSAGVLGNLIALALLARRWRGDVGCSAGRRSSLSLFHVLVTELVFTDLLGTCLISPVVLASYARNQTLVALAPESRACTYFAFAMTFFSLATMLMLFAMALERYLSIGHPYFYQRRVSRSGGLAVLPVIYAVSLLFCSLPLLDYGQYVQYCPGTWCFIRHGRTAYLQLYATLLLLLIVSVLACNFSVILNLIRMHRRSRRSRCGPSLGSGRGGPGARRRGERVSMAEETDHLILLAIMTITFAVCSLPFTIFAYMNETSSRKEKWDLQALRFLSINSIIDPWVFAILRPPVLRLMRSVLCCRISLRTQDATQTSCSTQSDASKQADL
# FXIIa inh 1536 – factor XIIa (human) inhibition | P00748 | purified FXIIa, Boc-QGR-AMC fluorogenic substrate, 2 h | inhibition, % at 5 µM | 220,000 compounds, 0.3% hits; in the data active = inhibition above about 40%;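 note: 0% = enzyme with no compound and 100% = blank without enzyme; many of its hits are not listed in these tables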
# PPC-1+TRAIL kill – kills PPC-1 cancer cells in the presence of TRAIL. AID 1443. cell killing (% activity), % at 4 µM. PPC-1 cells + TRAIL, ATPLite viability luminescence. 220,000 compounds, 0.41% hits;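 active = cell killing above 50% in the first pass at 4 µM, then a duplicate retest at 5 µM averaging 50% or more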;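 note: plate controls were cells with TRAIL plus DMSO for no effect and medium-only wells lacking cells for full effect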
# Tb hexokinase – blocks Trypanosoma brucei hexokinase 1 activity; recombinant TbHK1, G6PDH-coupled NADH A340; inhibition, % at 10 µM; 220,000 compounds, 0.11% hits; AID 1430;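 active = inhibition of 50% or more in the single-dose primary screen; inactive = inhibition below 50%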
# TNF death inh – TNF-alpha cell death inhibition in Jurkat FADD-/- cells. Jurkat FADD-/- TNF necroptosis rescue, ATP luminescence, 24 h; 0 = TNF only, 100 = no-TNF cells. activation (protection from cell death), % at 10 µM. 220,000 compounds, 0.068% hits;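 active = activation, meaning protection from cell death, of at least 50% relative to plate controls; inactive = activation below 50%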;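 note: necroptosis triggered by 40 ng/mL TNF-alpha added together with compound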
# FXIa inh – blocks human coagulation factor XIa protease activity. P03951. purified FXIa, Boc-Glu-Ala-Arg-AMC fluorogenic substrate. inhibition, % at 5 µM. 220,000 compounds, 0.14% hits. AID 798;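 active = inhibition of at least 40%; inactive = inhibition below 40%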;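 note: fluorescence of freed AMC excited at 355 nm; 0% = enzyme without compound and 100% = no enzyme blank; many of its hits are not listed in these tables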
# Wee1 degr inh – human Wee1 degradation inhibition, primary screen | P30291 | HeLa Luc-Wee1K328M stability, luciferase luminescence; 100% = proteasome inhibitor MG132 effect | reporter increase, % at 5 µM | 220,000 compounds, 1.2% hits | AID 1321;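 active = activation above the mean of all tested compounds plus 3 SD, set per screening run, cut at about 8.8% in these data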;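 note: cells exposed to compound for 20 h before luminescence read; 0% = DMSO alone and 100% = MG132 at 30 µM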
# Target sequence (P30291 whole entry K328M): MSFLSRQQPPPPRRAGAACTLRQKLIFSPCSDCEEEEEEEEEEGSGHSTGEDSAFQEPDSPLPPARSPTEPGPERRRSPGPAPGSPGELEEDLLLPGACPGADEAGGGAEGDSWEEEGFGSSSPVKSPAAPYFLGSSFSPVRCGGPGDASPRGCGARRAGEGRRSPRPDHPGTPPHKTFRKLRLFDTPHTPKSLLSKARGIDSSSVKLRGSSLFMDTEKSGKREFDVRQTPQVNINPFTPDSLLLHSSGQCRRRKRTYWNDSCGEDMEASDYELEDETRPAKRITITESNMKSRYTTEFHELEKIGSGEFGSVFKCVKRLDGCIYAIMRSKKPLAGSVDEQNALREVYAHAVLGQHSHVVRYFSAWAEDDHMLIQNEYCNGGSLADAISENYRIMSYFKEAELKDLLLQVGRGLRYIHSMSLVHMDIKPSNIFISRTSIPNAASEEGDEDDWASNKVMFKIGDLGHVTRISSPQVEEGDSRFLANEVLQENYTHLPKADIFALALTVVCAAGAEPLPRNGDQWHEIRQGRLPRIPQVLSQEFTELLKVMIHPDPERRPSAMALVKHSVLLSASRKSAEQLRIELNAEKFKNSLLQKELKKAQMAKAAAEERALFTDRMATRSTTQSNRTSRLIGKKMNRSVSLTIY
# CHOP inh – blocks CHOP induction under ER stress; inhibition, % at 10 µM; 220,000 compounds, 3.8% hits; CHO-K1 CHOP-promoter luciferase, tunicamycin-induced, 15-18 h;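 active = compounds that reduced the stress-induced luciferase reporter signal by more than about 70% of percent inhibition, limit read from the data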;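 note: 0% = tunicamycin plus vehicle and 100% = wells without tunicamycin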
# zVAD death inh – L929 zVAD cell death inhibition | viability rescue, % at 10 µM | 220,000 compounds, 0.38% hits | L929 zVAD necroptosis rescue, ATP luminescence, 24 h; with zVAD 60 µM | AID 1377;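 active = activation, scaled between plate controls, above about 75%, limit read from the data; inactive = activation under that limit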;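 note: 0% = zVAD with DMSO and 100% = DMSO alone without zVAD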
# An asterisk follows results filed as active; · = not tested or not shown; & = joins results of further samples. The list is partial; the hit share may differ from the screen's.
# A first look, 2 compounds:
compound	EP2 antag	FXIIa inh 1536	PPC-1+TRAIL kill	Tb hexokinase	TNF death inh	FXIa inh	Wee1 degr inh	CHOP inh	zVAD death inh
CC(=O)Nc1ccc(C(=O)CSc2cc(C)c3cccc(C)c3n2)cc1	6	2	-4	32	0.9	6	-1	35	1.5
COc1cccc(NC(=O)CCC(=O)NCc2ccco2)c1	3	12	-12	0	-0.6	-1	2	-3	-0.2

# This part in full, from the start:
compound	EP2 antag	FXIIa inh 1536	PPC-1+TRAIL kill	Tb hexokinase	TNF death inh	FXIa inh	Wee1 degr inh	CHOP inh	zVAD death inh
CC(=O)Nc1ccc(C(=O)CSc2cc(C)c3cccc(C)c3n2)cc1	6	2	-4	32	0.9	6	-1	35	1.5
COc1cccc(NC(=O)CCC(=O)NCc2ccco2)c1	3	12	-12	0	-0.6	-1	2	-3	-0.2
c1ccc(-c2nnc(OCC3CCCO3)c3ccccc23)cc1 (stereo not given)	13	4	9	0	1.2	-4	3	7	-0.8
CC1CC1C(=O)Nc1nc(-c2ccc(Cl)s2)cs1 (stereo not given)	3	14	17	6	2.1	14	7	53	2.5
Cn1c(SCc2ccc(C(C)(C)C)cc2)nnc1C1COc2ccccc2O1 (stereo not given)	7	4	17	-1	-1.2	3	3	4	0.5
O=C1CC(SC2=NCCS2)C(=O)N1c1ccc(Br)cc1 (stereo not given)	8	15	4	2	0.3	7	-2	-14	0.3
CCCNC(=S)N1CCC(n2cnc3ccccc32)CC1	4	6	-5	-2	0.4	0	2	-4	20
COC(=O)/C=C1\C(=O)N(c2nc3ccc(OC)cc3s2)C(=S)N1c1ccc(F)cc1	·	3	2	-1	-5.9	-2	0	43	-0.2
Cc1oc(-c2ccccc2F)nc1CS(=O)(=O)CC(=O)NCCCN1CCc2ccccc2C1	7	4	8	1	-1.9	-6	-2	21	0.3
COC(=O)c1cc(COc2ccc3ccc(=O)oc3c2)c(C)o1	12	23	14	-12	0.2	9	3	4	1.4
O=C1C2C3c4ccccc4C(c4ccccc43)C2C(=O)N1/N=C/c1cccc(O)c1 (stereo not given)	6	24	13	0	-13	4	5	26	-0.5
Cc1ccc(-c2csc3ncnc(SCC(N)=O)c23)cc1	6	·	-22	2	-7.7	-1	-4	35	0.2
CN(C)C(=O)c1ccc2c(c1)n(C)c(=O)n2C	5&14	11	11	2	0.8	4	-4	52	-0.9
Cc1ccccc1N=C1NC(=O)CC(c2ccccc2)S1 (stereo not given)	12	14	12	-1	-2.5	-6	4	44	-0.5
CC(C)(C)OC(=O)N1CCC[C@H]1C(=O)NCC1CCC(C(=O)O)CC1 (stereo not given in full)	5	11	4	0	0.8	5	2	4	0.6
COCC1CCN(Cc2cn(Cc3ccccc3)nc2-c2cc3ccccc3o2)CC1	6	3	4	16	5.8	-6	5	31	0.9
O=C(Nc1nnc(CCN2CCCCC2)s1)c1ccccc1Cl	12	12	8	-5	0.7	0	2	22	-1.0
C/C(=N\Nc1cc(Cl)nc(C)n1)c1ccc(Cl)c(Cl)c1	3	20	-4	-28	-3.7	0	-2	36	0.7
O=C(c1cnccn1)N(c1ccccc1)C1(C(=O)NC2CCCCC2)CCCCC1	7	7	-6	12	-0.3	-6	0	14	1.1
O=C(Nc1ccccc1)N(CCc1ccncc1)C1CCCCC1	11	·	·	-6	0.9	·	7	·	0.2
O=C(NCc1ccccc1Br)c1ccco1	9	0	-7	5	0.3	0	-1	41	0.2
COC(=O)CN1C(=O)C(O)(CC(=O)c2ccc(C)cc2)c2ccccc21 (stereo not given)	7	3	13	2	0.7	4	-1	-1	1.1
CCc1nnc(NC(=O)c2cc(C)nc3ccccc23)s1	5	5	10	0	0.4	-11	-3	24	4.5
CCc1ccc(Cn2nnc(C(=O)NCc3ccccc3OC)c2N)cc1	4	2	4	1	0.6	-4	-1	37	0.3
O=C(Nc1ccc2nn(-c3ccc(F)cc3)nc2c1)c1cccnc1	10	10	9	-23	0.3	0	3	12	2.4
COC(=O)C1=C(C)N(Cc2ccc(OC)cc2)C(=O)/C1=C\c1ccco1	4	10	24	-37	0.6	7	-2	9	0.0
O=C(COC(=O)c1ccccn1)NC12CC3CC(CC(C3)C1)C2	7	17	7	-1	-0.2	3	3	69	0.7
COc1ccc(-n2cc(CNCCc3ncc(C)[nH]3)c(-c3ccccc3Cl)n2)cc1	13	20	·	9	3.7	-2	-1	25	1.0
CCCNS(=O)(=O)c1ccc(OCC(=O)Nc2ccc3c(c2)OCCO3)cc1	12	8	22	-9	-0.6	-7	-2	-2	-0.3
COc1cccc(-n2nc(C#N)c(Cl)cc2=O)c1	2	4	34	-10	-16	-2	0	107*	38
Clc1ccc(-n2ncc3c(NCCN4CCOCC4)ncnc32)cc1	16	-9	26	-1	1.8	5	0	-37	-0.3
COc1ccc(NC(=O)CCCC2=NS(=O)(=O)c3ccccc3N2)cc1	4	17	7	4	-0.2	11	1	-17	·
Cc1cccc(NC(=O)Cn2c(=O)n(C)c3ccccc32)c1	3	7	9	0	-1.0	0	-2	4	-0.2
O=C(COc1ccc2ccccc2c1)NNC(=O)[C@@H]1CCCC[C@@H]1C(=O)O	·	-1	-5	-4	-1.4	-13	-1	11	0.5
CCOc1ccc(C2c3cc(OC)c(OC)cc3CC(=O)N2c2ccc(OC)cc2)cc1 (stereo not given)	9	17	12	-5	-13	5	3	10	-0.1
CCN(CC(=O)Nc1ccc(C)c(F)c1)CC(=O)NC(C)C	4	2	-6	-2	0.9	-3	2	-7	1.0
CN(C)C(=S)NC(C)(C)C	14	2	-13	7	0.9	-5	3	0	1.5
O=C1CC(/C=C/c2cccnc2)=Nc2ccccc2N1	4	7	20	-32	-1.9	0	4	10	1.5
CC(C)CCn1c(SCC(=O)N2CC(=O)Nc3ccccc32)nc2scc(-c3cccs3)c2c1=O	22	2	6	-5	-1.6	-1	-2	37	-0.5
COc1cccc2c1OC1(C)CC2NC(=O)N1Cc1ccccc1 (stereo not given)	8	6	14	28	0.6	-2	-2	-1	-1.0
CCc1ccc(-c2nc(CN3CCCC(C(=O)O)C3)c(C)o2)cc1 (stereo not given)	9	13	11	-5	-0.4	6	0	0	0.9
COC(=O)c1ccsc1NC(=O)c1cccc(OC)c1	7	6	15	-5	-1.2	-7	2	20	3.8
COc1ccc2oc(=Nc3ccc(C(=O)O)cc3)c(C(=O)NCc3ccco3)cc2c1	12	1	-1	-10	-0.2	-4	-1	-20	30
Cc1cc2c(c(=O)n1Cc1cccnc1)C(c1ccc(F)cc1)C(C#N)=C(N)O2 (stereo not given)	2	11	16	25	-1.5	-6	-3	25	0.0
NC(=O)c1ccsc1NC(=O)COC(=O)C1CCCN1C(=O)c1cccs1 (stereo not given)	8	17	4	6	-3.8	-2	0	-1	0.5
CCOC(=O)CC1(C)NC(=O)c2c(C)sc(C(=O)OCC)c2N1 (stereo not given)	·	3	-5	-25	-1.1	-2	-1	-2	1.0
Cc1ccc(/C=N/Nc2nc3ccccc3s2)o1	6	10	2	-37	12	8	3	-5	9.1
CC(C)S(=O)(=O)c1cnc(-c2cccnc2)nc1N	4	11	15	-1	0.9	-4	0	-2	0.4
CC1(c2ccncc2)Nc2ccccc2-c2nc3ccccc3n21 (stereo not given)	5	-2	34	-16	1.1	-1	-2	-9	0.0
Cc1cc(C)n2c(Nc3ccc4c(c3)OCCO4)c(-c3ccco3)nc2n1	16	5	6	-24	-1.9	1	0	40	-0.5
COc1ccc(/C=C2\N=C(c3c(-c4ccccc4)noc3C)OC2=O)cc1OC	·	13	6	-3	-3.6	-3	0	2	0.0
Cc1ccc(C)c(NC(=S)N/N=C2/CCCCc3ccccc32)c1	4	10	-2	8	1.2	4	0	1	0.1
COc1ccc(/C=C2\SC(=S)N(CC(=O)OCC(=O)Nc3cc(Cl)cc(Cl)c3)C2=O)cc1	7	6	12	-2	3.0	0	-1	25	-0.1
Cc1cc(/C=N/NC(=O)CC2(C)OCCO2)c(C)n1-c1ccc(Cl)c(Cl)c1	17	19	-6	-10	-2.4	13	5	8	-0.4
Cc1ccc(CCN2CC(C(=O)NC3CCCC3)CC2=O)cc1 (stereo not given)	15	-5	2	-1	-0.2	-4	0	18	-0.4
c1csc(C2CCCN2c2nc3nonc3nc2NC2CC2)n1 (stereo not given)	7	8	4	-19	0.4	-5	2	-2	1.4
O=C(CNC(=O)C(c1ccccc1)c1ccccc1)N/N=C/c1ccc(O)cc1O	19	10	32	-16	-15	2	0	61	29
CC1CC(C)CN(C(=O)CNS(=O)(=O)c2ccc(Br)s2)C1 (stereo not given)	13	10	15	1	-1.4	-3	-1	32	-0.1
Cc1cc2cc(C(c3nnnn3Cc3ccccc3)N3CCc4ccccc43)c(=O)[nH]c2cc1C (stereo not given)	12	15	-14	-25	-0.7	6	-1	19	0.8
C=CCn1c(-c2ccc(Cl)cc2)ccc(C#N)c1=O	14	-5	10	-2	-4.3	-9	0	82*	-0.3

# Following part
compound	EP2 antag	FXIIa inh 1536	PPC-1+TRAIL kill	Tb hexokinase	TNF death inh	FXIa inh	Wee1 degr inh	CHOP inh	zVAD death inh
COc1cc(OC)c(OC)cc1/C=N/NC(=S)NCCN1CCOCC1	7	2	-4	-25	0.8	-3	-1	-7	1.0
O=C(Cn1c(=O)[nH]c2ccsc2c1=O)NC1CCCCCC1	4	-4	-10	5	-0.2	-3	-3	9	0.3
CC(=O)Nc1cc(S(=O)(=O)Nc2ccc(C)cc2)c(C)cc1C	7	-17	8	5	-2.8	-11	1	19	-0.4
Cc1ccc(C(=O)NC(=S)NNS(=O)(=O)c2ccccc2)cc1	12	9	·	12	-0.5	10	-4	-5	1.2
COCCNC(=O)C1(C)Oc2ccccc2NC1=O (stereo not given)	7	14	12	3	1.2	-7	0	45	0.6
Cc1ccc(NCc2nnc(SCC(=O)NNC(=O)Cc3ccccc3)n2C)cc1	7	13	14	1	1.0	-4	0	-8	-0.5
O=C(c1csc2c1CCCC2)N1CCN(c2ccc(F)cc2)CC1	18	17	33	-3	-1.8	5	1	30	1.9
COC(=O)c1cccc(NS(C)(=O)=O)c1C	4	8	35	-1	-0.6	-4	5	-7	-0.1
Cc1ccc(-c2nn(C)c(=O)c3ccccc23)cc1S(=O)(=O)NCCN1CCOCC1	11	14	10	-5	-2.4	-3	2	9	-0.1
COC(=O)Cn1cc(C(=O)OC)c2ccccc21	13	-12	17	7	0.1	-7	-2	5	0.6
COc1cccc(-c2nn(C)c3sc(C(=O)NCc4ccc(C)cc4)cc23)c1	20	10	19	-11	3.8	1	0	-15	0.5
CCCCC(=O)NC(=S)Nc1nnn(CCC)n1	6	-1	23	-6	0.3	-6	-1	-40	-0.5
C=CCn1c(N)nc2ccccc21	11	-4	3	1	-2.3	3	0	-9	0.3
COCCNC(=O)C1CC(c2cccc(F)c2)=NO1 (stereo not given)	10	10	-1	-13	1.2	2	·	-9	0.3
CC(=O)c1ccc(NC(=S)NCc2ccco2)cc1	4	4	19	-3	-0.9	-1	6	-12	11
CC1CCN(CCCNC(=O)c2ccc3c(=O)n(Cc4ccc(Cl)cc4)c(=S)[nH]c3c2)CC1	13	0	24	7	-26	-13	-2	-44	-2.3
FC(F)(F)c1cccc(NC(=S)NCc2ccc(Cl)cc2)c1	2	10	23	3	-0.5	1	2	95*	-0.3
CNc1nc(C)c(C(C)=O)cc1C#N	10	11	4	-3	-0.1	3	1	18	0.1
